Screens from PubChem BioAssay.
MITF primary – human MITF inhibition, primary screen; O75030; AlphaScreen MITF homodimerization, bead proximity signal; inhibition, % at 2.6 µM; 650,000 compounds, 0.91% hits; AID 1259374; in the data active = inhibition above about 50%;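 note: 0% = vehicle wells with protein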
GPR151 ag – human GPR151 activation | Q8TDV0 | PathHunter beta-arrestin GPR151 cells, luminescence | activation, % at 11.2 µM | 650,000 compounds, 1% hits | AID 1508602; in the data active = activation above about 4.9%;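 note: 0% = median of compound wells and 100% = cells with positive control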
Target sequence (Q8TDV0 whole entry, looked up): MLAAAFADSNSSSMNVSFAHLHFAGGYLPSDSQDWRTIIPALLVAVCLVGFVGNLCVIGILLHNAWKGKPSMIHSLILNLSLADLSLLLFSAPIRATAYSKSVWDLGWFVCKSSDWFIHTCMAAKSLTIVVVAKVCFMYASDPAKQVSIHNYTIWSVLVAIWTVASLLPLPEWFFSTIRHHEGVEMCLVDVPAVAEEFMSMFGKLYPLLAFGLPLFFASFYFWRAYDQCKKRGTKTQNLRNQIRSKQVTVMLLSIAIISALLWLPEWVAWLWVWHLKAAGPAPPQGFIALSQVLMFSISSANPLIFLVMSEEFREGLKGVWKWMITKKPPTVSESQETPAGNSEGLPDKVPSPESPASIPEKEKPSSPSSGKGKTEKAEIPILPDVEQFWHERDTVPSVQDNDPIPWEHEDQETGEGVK
TEAD-YAP inh – TEAD-YAP interaction inhibition; HEK-TIYL cells, TEAD-Gal4/YAP UAS-luciferase luminescence; inhibition, % at 9.12 µM; 640,000 compounds, 1.4% hits; AID 1259422; in the data active = inhibition above about 32%;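 note: 0% = median of test compound wells and 100% = reference inhibitor wells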
FBW7 act – human FBW7 E3 ligase activation, primary screen; Q969H0; AlphaScreen FBW7–phospho-cyclin E peptide binding, activator screen; normalized activity (activation), % at 26.1 µM; 650,000 compounds, 0.13% hits; AID 1259310; in the data active = normalized activity above about 1.9%;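 note: purified mutant Fbw7 with reduced substrate affinity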
Target sequence (Q969H0 whole entry, looked up): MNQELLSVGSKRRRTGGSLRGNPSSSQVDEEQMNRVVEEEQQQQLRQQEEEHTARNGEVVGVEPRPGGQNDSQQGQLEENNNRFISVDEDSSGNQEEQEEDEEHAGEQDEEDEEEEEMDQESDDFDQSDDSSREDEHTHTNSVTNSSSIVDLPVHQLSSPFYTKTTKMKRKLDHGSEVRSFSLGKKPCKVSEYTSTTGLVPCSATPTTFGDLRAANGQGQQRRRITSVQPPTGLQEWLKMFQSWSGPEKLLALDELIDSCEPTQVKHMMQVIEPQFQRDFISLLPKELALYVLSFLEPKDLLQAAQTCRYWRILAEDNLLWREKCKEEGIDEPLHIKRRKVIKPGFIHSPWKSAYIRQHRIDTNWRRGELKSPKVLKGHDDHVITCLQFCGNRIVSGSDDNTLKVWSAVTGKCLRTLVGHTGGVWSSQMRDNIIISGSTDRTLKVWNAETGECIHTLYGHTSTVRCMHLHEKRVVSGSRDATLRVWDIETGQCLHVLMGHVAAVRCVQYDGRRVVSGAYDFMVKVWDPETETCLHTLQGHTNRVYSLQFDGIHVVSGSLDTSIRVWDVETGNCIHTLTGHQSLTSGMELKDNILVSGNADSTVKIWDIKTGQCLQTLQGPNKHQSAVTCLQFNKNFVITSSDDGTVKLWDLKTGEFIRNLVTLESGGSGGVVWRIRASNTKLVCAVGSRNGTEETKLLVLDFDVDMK
An asterisk follows results filed as active; & = joins results of further samples.

SMILES | MITF primary | GPR151 ag | TEAD-YAP inh | FBW7 act
CC(C)n1cnc2c(Nc3ccc4c(c3)OCO4)nc(Cl)nc21 | 11.4 | -0.6 | -76.5 | 0.0
Cc1c(C)n2c3c(=O)n(CC(=O)c4ccc(F)cc4)c(=O)n(C)c3nc2n1Cc1ccco1 | 3.4 | -0.3 | 3.4 | 0.1
O=C(Oc1ccccc1)c1ccc(COc2ccc(Cl)cc2)cc1 | 16.5 | -0.1 | -0.4 | 0.4
CN(/N=C/c1cccs1)c1cc(=O)n(C)c(=O)[nH]1 | -14.4 | -0.6 | -9.8 | -0.3
CC(C)OCCCNC(=O)c1cc2c(-c3ccc(Cl)cc3)nn(C)c2s1 | 13.3 | 0.6 | -16.5 | 1.5
COc1cc(CNC(C)(C)CO)cc(Cl)c1OCC(N)=O | 8.9 | -0.2 | 6.6 | 0.0
CCc1ccc(NC(=O)CSc2nnnn2C)cc1 | -3.4 | -1.3 | -72.8 | -0.1
Cc1ccc(NC(=O)CN(C)C)c(Br)c1 | 8.1 | -1.6 | -19.1 | 0.0
CC(C)C(=O)Nc1ccccc1C(=O)OCc1cccc([N+](=O)[O-])c1 | -4.5 | -0.2 | -3.7 | -0.2
O=C(NC1CCCCC1)N1CCN(Cc2nc3ccccc3[nH]2)CC1 | 11.1 | 0.4 | -8.2 | 1.0
COc1ccc(-n2c(CN3CCN(C)CC3)nc3ccc([N+](=O)[O-])cc3c2=O)c(OC)c1 | 4.6 | 0.4 | -0.5 | 0.2
CCOc1ccc(-n2c(=S)sc3c(=O)[nH]c(SCC(=O)NCc4ccco4)nc32)cc1 | 1.5 | 2.1 | -2.1 | -0.2
CC1(CCc2ccccc2)OC(=O)N(Cc2ccccc2)C1(C)O (stereo not drawn) | 5.8 | 0.9 | 8.7 | 0.0
Cc1ccc(CSc2nnc(-c3cccnc3)n2C)cc1 | 16.4 | -1.3 | -4.5 | -0.3
CCOc1ccc(NC=C2C(=O)OC(C)(C)OC2=O)cc1 | -4.7 | -1.4 | -26.0 | 0.1
COc1ccc(CC(=O)Nc2ccc(F)c(Cl)c2)cc1 | 4.2 | 1.0 | -10.5 | 0.1
N#CC1=C(N)Oc2[nH]c(=O)[nH]c(=O)c2C1c1cccnc1 (stereo not drawn) | -7.7 | 1.7 | -3.4 | -0.5
Cc1nc(SCc2csc(C)n2)c2c3c(sc2n1)CCC3 | 26.9 | -1.4 | -12.6 | 0.0
Cc1ccccc1C(=O)NNC1CC(=O)N(c2ccc(Br)cc2)C1=O (stereo not drawn) | 3.3 | -0.5 | -6.1 | 0.1
O=C(N/C(=C\c1ccc(Cl)cc1)C(=O)N1CC2CC(C1)c1cccc(=O)n1C2)c1ccccc1Cl (stereo not drawn) | -10.0 | 1.3 | -7.0 | 0.0
CCOc1ccc(C2C(C(=O)c3ccccc3)N3c4ccccc4C=CC3C2(C#N)C#N)cc1 (stereo not drawn) | -4.5 | -1.9 | -21.2 | 0.0
O=C(CSc1nc2sc3c(c2c(=O)n1-c1ccccc1)CCC3)NCc1ccccc1 | 0.1 | 2.8 | -7.8 | 0.6
Cn1c(=O)c2c(nc(Cl)n2CCN2C(=O)c3ccccc3S2(=O)=O)n(C)c1=O | -5.4 | -0.6 | 6.8 | 0.0
CC(=O)c1ccc(NC(=O)CC(C(=O)O)N2CCOCC2)cc1 (stereo not drawn) | 19.5 | -0.4 | 2.2 | 0.1
O=C(Cc1cccc(C(F)(F)F)c1)Nc1ccccc1 | -18.9 | 1.2 | 9.8 | -0.1
CCCCN=c1scc(C)n1/N=C/c1ccc(O)c(O)c1O | 8.4 | 1.3 | 31.2 | -0.5
Cc1cccc(-c2noc(CN(C(=O)Cc3ccc([N+](=O)[O-])cc3)C(C)C)n2)c1 | 1.9 | 0.2 | -18.6 | -0.2
Cc1ccc(C(=O)Nc2sc3c(c2C#N)CCC3)o1 | 12.7 | -3.0 | -58.3 | 0.6
CCCNc1cc(Cl)nc(N)n1 | 1.2 | 0.9 | 3.3 | 0.0
CCOC(=O)C(=O)N1CCN(c2cc3c(cc2[N+](=O)[O-])n(C)c(=O)n3C)CC1 | -1.1 | 1.7 | -1.4 | -0.1
Cc1ccc(NC(=O)Cn2cc(/C=C3/NC(=O)NC3=O)c3ccccc32)cc1 | 17.2 | 1.0 | 11.1 | 0.3
COc1cccc(/C=c2/[nH]c(=O)/c(=C\c3cccc(OC)c3)[nH]c2=O)c1 | -1.6 | 1.7 | 3.8 | -0.1
CCOc1ccccc1/C=C1/N=C(C)C(C(=O)OC)=C1O | 3.3 | -0.5 | -10.8 | -0.1
c1cncc(CN2CCC(Oc3cccc(-c4cccs4)c3)CC2)c1 | 9.0 | -2.2 | 2.1 | 0.2
CCc1ccccc1NC(=O)c1ccc(F)c(S(=O)(=O)NC2CCCC2)c1 | 7.3 | 1.0 | 3.8 | -0.3
O=C(Nc1ccn(Cc2ccc(Cl)cc2)n1)C1CCCO1 (stereo not drawn) | -2.5 | 0.3 | -7.1 | -0.1
CCOC(=O)CC(=O)CSc1nc2ccccc2c(=O)n1-c1ccc(F)cc1 | -3.5 | -1.3 | -4.4 | -0.1
CC(=O)Nc1cccc(NC(=O)CSc2nc(C3CC3)nc3ccccc23)c1 | 5.8 | 1.3 | 3.3 | -0.1
COc1cccc(C(=O)Nc2cc(=O)n(C)c(=O)n2C)c1OC | 2.3 | 1.7 | 4.5 | 0.2
CCOc1cc(OCC)c2c(-c3ccccc3)cc(=O)oc2c1 | 15.1 | -0.5 | 0.8 | 0.0
NC(=O)c1cc([N+](=O)[O-])ccc1NCCN1C(=O)C2C3C=CC(C3)C2C1=O (stereo not drawn) | -28.0 | -0.3 | -6.5 | 0.0
O=C(CCn1c(=O)oc2ccccc21)N1CCC(c2ncncc2-c2ccncc2)CC1 | 9.8 | -0.5 | 7.9 | -0.1
Cc1cc(CN2CCN(c3ccc(F)cc3)CC2)cs1 | -6.6 | -0.8 | 4.1 | -0.1
COc1ccc(S(=O)(=O)N(CC(=O)NC2CCCCC2)c2cc(Cl)ccc2OC)cc1OC | 0.3 | -1.1 | 1.3 | 0.1
O=C(Cc1cn(-c2ccc(N3CCOCC3)nn2)c2ccccc12)NCc1cccc(C(F)(F)F)c1 | 8.5 | -0.3 | -4.2 | 0.2
COc1ccc2nc(NC(=O)c3sc4ncn(CC(=O)N5CC(C)CC(C)C5)c(=O)c4c3C)sc2c1 (stereo not drawn) | 3.0 | 1.8 | -3.1 | -0.1
COc1cc(C2CC(=O)Nc3c2ccc2ccccc32)c(OC)cc1Br (stereo not drawn) | 5.3 | 0.9 | 3.3 | 0.0
N#Cc1ccc(COC(=O)c2ccc(NS(=O)(=O)c3cccs3)cc2)cc1 | -5.3 | 0.7 | 2.2 | 0.2
N#Cc1cc(-c2ccnc(Nc3cccc(N)c3)n2)ccc1N1CCCC1 | 30.9 | -0.1 | 21.0 | -0.1
CCCOc1ccc2c(C)c(CC(=O)O)c(=O)oc2c1C | -3.1 | -0.5 | 3.3 | -0.2
OCCN(CCO)c1nc(-c2ccccc2)nc2sc(-c3ccccc3)cc12 | -9.1 | -1.3 | -7.9 | 0.4
Cc1ccccc1-c1nc2cc(NC(=O)c3ccc([N+](=O)[O-])cc3)ccc2o1 | -11.5 | 1.7 | -11.7 | -0.1
CC(C)Oc1ccc(C2CC(=O)Nc3cc4c(cc32)OCO4)cc1 (stereo not drawn) | 3.9 | 0.7 | 6.6 | 0.0
CN(C)S(=O)(=O)c1ccc(C(=O)Nc2ncnc3c2CCC3)cc1 | 54.6* | -0.3 | 9.4 | 0.5
N/C(=N\OC(=O)c1ccc(I)cc1)c1ccccn1 | -13.2 | -7.5 | 80.9* | -0.1
Cc1nccn1Cc1ccc(C(=O)O)cc1 | -9.0 | 0.1 | 3.9 | 0.2
COc1cccc(-c2nc(-c3ccccc3OC)[nH]c2-c2cccc(OC)c2)c1 | -8.9 | -0.6 | -7.5 | -0.3
COc1cc(/C=N\NC(=O)N/N=C/c2cc(OC)c(O)c([N+](=O)[O-])c2)cc([N+](=O)[O-])c1O | 18.0 | -0.2 | 2.7 | 0.0
COc1ccc(Br)cc1CN(C)C(=O)/C=C/c1ccco1 | 1.7 | -1.6 | 1.0 | -0.1
Cc1nc2ccccc2c2nc(NC(=O)Cc3ccccc3)nn12 | 6.2 | -1.4 | -2.3 | 0.2
The list continues.
SMILES | MITF primary | GPR151 ag | TEAD-YAP inh | FBW7 act
CCCCc1nnc(NC(=O)c2ccc(NC(C)=O)cc2)s1 | -0.8 | 1.0 | 1.7 | -0.1
Cc1cc(C)c(OCCn2ccnc2)c(C)c1 | 3.5 | -0.5 | -9.7 | -0.1
CCn1nc(C)c(CN2CCC3(CC2)c2ccccc2[C@@H](NC(=O)C(C)C)[C@@H]3OC)c1C | 1.8 | 0.2 | -2.4 | 0.0
CCCC(=O)Nc1ccccc1-c1nc2cc3ccccc3cc2[nH]c1=O | -0.6 | 0.6 | 55.0* | -0.1
CCc1ccc(NC(=O)CN2C(=O)CNC2=O)cc1 | 0.4 | -0.6 | 0.0 | -0.2
Cc1noc(C)c1COc1ccc(C(=O)OCC(=O)OC(C)(C)C)cc1 | 12.2 | -0.6 | 0.1 | 0.1
CC(=O)c1cccc(NC(=O)C2CCCN2S(=O)(=O)c2cccc3cccnc23)c1 (stereo not drawn) | 9.9 | -0.1 | -36.8 | 0.5
CC(=O)c1ccc(N2CCN(C(C)C(=O)Nc3ccc(Br)cc3)CC2)cc1 (stereo not drawn) | 3.4 | 1.3 | -3.3 | 0.1
CN1CCC(CC(O)c2ccc(N)cc2)CC1 (stereo not drawn) | -13.9 | 0.5 | -7.4 | -0.1
COc1ccc(N(Cc2ccc3c(c2)CCN3C)C(=O)C2CC2)cc1 | 22.7 | -2.1 | -3.1 | -0.2
Cc1csc2nc(-c3ccc(NC(=O)c4ccccc4I)cc3)cn12 | 16.5 | 0.7 | 26.5 | 0.3
O=C(CSc1nc2[nH]ncc2c(=O)n1-c1ccc(Cl)cc1Cl)Nc1ccc(F)c(F)c1 | 12.2 | 0.3 | 29.3 | 1.1
Cc1ccc(C(=O)CSc2nc(=O)[nH]c3c2CCCC3)cc1 | -0.2 | -1.2 | -4.0 | -0.1
COc1ccc(OC)c(NC(=O)CN2C(=O)C(c3ccc(F)cc3)=NC2(C)C)c1 | 1.6 | -0.7 | -5.0 | -0.2
CCN1CCN(C(c2ccccc2)c2nnnn2CCc2ccc(OC)c(OC)c2)CC1 (stereo not drawn) | -6.9 | 0.5 | -2.9 | 0.1
Cc1ccc(C(=O)Nc2cc3cccc([N+](=O)[O-])c3oc2=O)cc1[N+](=O)[O-] | 4.8 | 1.7 | 2.0 | -0.1
O=C(Cc1cccs1)Nc1nnc(C2CCCCC2)s1 | 8.9 | 0.0 | -11.6 | -0.1
CC(=O)Nc1ccccc1N1CCCC1 | 11.5 | 1.1 | 2.9 | 0.3
COC(=O)c1c(C)oc2ccc(NS(=O)(=O)c3ccc(C(C)C)cc3)cc12 | -11.3 | 1.4 | 30.2 | 0.0
O=C(c1ccco1)N1CCN(S(=O)(=O)c2ccccc2)CC1 | -12.5 | 0.2 | -0.1 | -0.1
CCOCCCNC(=O)NC(C)c1c(-n2cccc2)sc(C)c1C (stereo not drawn) | 10.2 | -1.3 | 5.8 | -0.1
O=C(O)c1cc(N2C(=O)C3CC=CCC3C2=O)ccc1N1CCOCC1 (stereo not drawn) | 6.8 | 0.1 | 11.3 | 2.0*
O=C(O)COc1ccccc1/C=C1/C(=O)NC(=O)N(c2ccccc2F)C1=O | 40.4 | -0.2 | 8.6 | 0.2
COc1ccc(N2CCN(C(=O)c3ccc(Br)cc3)CC2)c([N+](=O)[O-])c1 | 5.5 | 1.8 | -15.2 | -0.3

Shown as labelled records: 4 of the compounds above
NC(=O)c1cc([N+](=O)[O-])ccc1NCCN1C(=O)C2C3C=CC(C3)C2C1=O (stereo not drawn)
  MITF primary: -28.0
  GPR151 ag: -0.3
  TEAD-YAP inh: -6.5
  FBW7 act: 0.0

O=C(CCn1c(=O)oc2ccccc21)N1CCC(c2ncncc2-c2ccncc2)CC1
  MITF primary: 9.8
  GPR151 ag: -0.5
  TEAD-YAP inh: 7.9
  FBW7 act: -0.1

Cc1cc(CN2CCN(c3ccc(F)cc3)CC2)cs1
  MITF primary: -6.6
  GPR151 ag: -0.8
  TEAD-YAP inh: 4.1
  FBW7 act: -0.1

COc1ccc(S(=O)(=O)N(CC(=O)NC2CCCCC2)c2cc(Cl)ccc2OC)cc1OC
  MITF primary: 0.3
  GPR151 ag: -1.1
  TEAD-YAP inh: 1.3
  FBW7 act: 0.1

(cont.)
SMILES | MITF primary | GPR151 ag | TEAD-YAP inh | FBW7 act
CCCCNc1ncnc2c1cnn2C | -0.6 | 0.7 | 4.4 | -0.2
Nc1nc2n(n1)C(c1cccc3ccccc13)CC(c1ccc(F)cc1)N2 (stereo not drawn) | 2.5 | -1.4 | 6.5 | 0.2
COc1ccc(NC(=O)COC(=O)c2cc(=O)c3ccccc3o2)cc1Cl | -0.3 | -0.3 | 13.1 | -0.1
Nc1ncnc2nc(-c3ccc(C(=O)NC4CC4)cc3)[nH]c12 | 16.0 | 3.5 | 3.6 | 0.0
CN1C(=O)/C(=C/c2ccccc2OS(C)(=O)=O)SC1=S | 15.7 | 5.7* | 9.2 | -0.3
O=C(CSc1nnnn1-c1ccccc1)Nc1ccc2nc(SCc3ccc([N+](=O)[O-])cc3)sc2c1 | 3.9 | 0.1 | 1.7 | -0.1
COc1ccccc1NC(=S)NC(NC(C)=O)C(Cl)(Cl)Cl (stereo not drawn) | 12.2&6.4 | -0.5&-0.3 | 6.7&3.0 | -0.1&0.2
